Source: PubChem (The Scripps Research Institute Molecular Screening Center)
PLC-beta3 inh: PLC-beta3 (human) inhibition, primary screen | hit rate 0.18% among 370,000 | Purified PLC-beta3, fluorogenic substrate, fluorescence | inhibition, % at 12.2 µM; in the data active = inhibition above about 11%;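 also: 0% = median of compound wells on plate and 100% = full blocker control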
Tn7 DDE FP: inhibitors of Tn7 peptide binding to human fibrin DD(E). P02675. FP displacement of FITC-Tn7 peptide from fibrin DD(E); 0% = median of compound wells per plate. inhibition, % at 8.3 µM. hit rate 0.13% among 370,000. AID 720508;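 active = inhibition above the mean of compounds falling within the control limits plus 3 SD of them, cut at about 14% in these data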;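 also: 0% = plate median of compound wells and 100% = 10 µM Aha-Tn7 peptide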
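Assay system: human fibrin DD(E). Input: DD(E) 2 µM final. Medium: Tris buffer with calcium and detergent, pH 7.8. Compound dosing: single point at 8.3 µM. Timing: 10 min plus 3 h, room temperature. Technique: fluorescence polarization of the labelled Tn7 tracer. Read-out: percent inhibition. Replicates: singlicate testing.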
UHRF1 binding: human UHRF1 methylated DNA binding inhibitors; UHRF1 binding to methylated oligo, TR-FRET; inhibition, % at 4.4 µM; hit rate 0.75% among 370,000; AID 687016; in the data active = inhibition above about 21%;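 also: UHRF1 SRA domain binding a hemimethylated CpG hairpin DNA probe; 0% = median of test compound wells and 100% = reference inhibitor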
Target sequence (Q96T88 whole entry, looked up, the tested form may be a part): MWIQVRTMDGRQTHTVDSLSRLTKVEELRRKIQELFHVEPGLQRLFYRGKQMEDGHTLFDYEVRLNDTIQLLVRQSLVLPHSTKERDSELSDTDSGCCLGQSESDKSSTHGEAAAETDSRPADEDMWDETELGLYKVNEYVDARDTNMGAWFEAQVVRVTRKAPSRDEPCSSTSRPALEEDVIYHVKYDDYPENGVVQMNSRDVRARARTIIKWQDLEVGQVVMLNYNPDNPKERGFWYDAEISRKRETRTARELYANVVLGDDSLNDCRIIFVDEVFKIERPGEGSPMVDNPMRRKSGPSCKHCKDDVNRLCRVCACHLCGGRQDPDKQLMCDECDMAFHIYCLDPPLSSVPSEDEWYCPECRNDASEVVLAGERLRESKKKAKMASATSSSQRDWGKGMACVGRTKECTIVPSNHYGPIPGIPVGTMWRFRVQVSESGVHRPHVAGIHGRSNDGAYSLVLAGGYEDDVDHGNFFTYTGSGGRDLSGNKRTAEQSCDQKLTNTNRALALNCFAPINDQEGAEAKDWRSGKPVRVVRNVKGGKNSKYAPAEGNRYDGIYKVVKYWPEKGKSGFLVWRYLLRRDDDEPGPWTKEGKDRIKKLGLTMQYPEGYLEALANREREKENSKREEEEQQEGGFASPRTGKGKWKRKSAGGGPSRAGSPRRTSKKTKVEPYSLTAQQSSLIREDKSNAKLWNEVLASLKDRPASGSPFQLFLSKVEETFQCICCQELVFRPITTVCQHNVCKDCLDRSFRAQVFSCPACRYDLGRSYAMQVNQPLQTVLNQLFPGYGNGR
proKLK7 act: activates the human kallikrein-7 zymogen. hit rate 0.9% among 370,000. P49862. purified proKLK7, EDANS-DABCYL substrate fluorescence; 100% is mature enzyme control, 0% vehicle. activation, % at 7 µM;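 active = activation above the mean of all tested compounds plus 3 SD, computed per campaign excluding outliers beyond control limits, cut at about 13% in these data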
ARFGAP1 inhibitor: inhibitors of rat ARFGAP1; hit rate 0.26% among 360,000; AID 651572; Arfgap1-stimulated ARF1 GTP hydrolysis, GDP FP detection; inhibition, % at 16.5 µM;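 active = inhibition above a per-plate limit, mean inhibition of low control wells plus 3 SD, cut at about 25% in these data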;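 also: 0% = DMSO wells with enzyme and 100% = wells lacking Arfgap1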
Target sequence (Q62848 1-136 limits assumed): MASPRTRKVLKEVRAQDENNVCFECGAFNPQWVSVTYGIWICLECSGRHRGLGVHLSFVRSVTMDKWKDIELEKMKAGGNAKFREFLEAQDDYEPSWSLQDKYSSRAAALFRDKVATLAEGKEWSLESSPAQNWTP
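Replicates: Single well per compound | Assay system: Truncated rat Arfgap1 GAP domain | Control set: No-Arfgap1 wells (100%) versus DMSO full-reaction wells (0%) | Times: Enzyme reaction 120 min at 25 °C after 20 min preincubation | Reagent: Human ARF1(Δ1-17)-GTP substrate | Measured by: Tracer-displacement fluorescence polarization with EDTA stop, 620/688 nm | Measure: Percent inhibition of Arfgap1-stimulated GTP hydrolysis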
ADAM17 inh: inhibits human ADAM17. P78536. recombinant ADAM17, EDANS/DABCYL FRET peptide cleavage. inhibition, % at 6.95 µM. hit rate 0.83% among 370,000. AID 720648;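 active = inhibition above the mean of compounds lying between control limits plus 3 SD, set per campaign, cut at about 8.5% in these data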;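 also: 0% = DMSO-only wells as the low control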
Tn6 DDE FP: inhibitors of Tn6 peptide binding to human fibrin DD(E); Fibrin DD(E) TRITC-Tn6 fluorescence polarization displacement; hit rate 0.21% among 370,000; inhibition, % at 8.3 µM;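 active = inhibition above a per-campaign cutoff: mean of compounds within control limits plus 3 SD, cut at about 15% in these data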;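 also: 0% = median of all compound wells on the plate and 100% = blocking peptide control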
ASAP1 inh: blocks human ASAP1-stimulated Arf1 GTP hydrolysis; Q9ULH1; GDP FP detection; inhibition, % at 16.5 µM; hit rate 0.19% among 360,000; AID 624377; in the data active = inhibition above about 25%;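 also: 0% = vehicle with enzyme and substrate and 100% = no enzyme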
PLCg1 inh: blocks human PLC-gamma1 enzyme activity. P19174. AID 720700. inhibition, % at 12.2 µM. purified PLC-gamma1, fluorogenic substrate, fluorescence. hit rate 0.84% among 370,000; in the data active = inhibition above about 9.5%
MBD2 DNA inh: inhibitors of human MBD2 binding to methylated oligonucleotide. Q9UBB5. TR-FRET. inhibition, % at 4.4 µM. hit rate 0.31% among 370,000. AID 686964; in the data active = inhibition above about 13%
An asterisk follows results filed as active; nt = no result given.

Order of values – ADAM17 inh	ASAP1 inh	PLC-beta3 inh	Tn6 DDE FP	Tn7 DDE FP	ARFGAP1 inhibitor	PLCg1 inh	MBD2 DNA inh	proKLK7 act	UHRF1 binding
> COc1ccc(C(=O)N2CCCCCC2)cc1OC1CCN(C(C)=O)CC1
 : -2	-2	-1	-5	-6	-7	-1	-3	0.1	-1
> CC(=O)Nc1ccc(S(=O)(=O)NC2=C(N3CCN(C)CC3)C(=O)c3ccccc3C2=O)cc1
 : -7	-2	-13	0	3	7	-2	-14	0.1	-11
> COc1ccc(NC(=O)CSc2nnc(N)s2)c([N+](=O)[O-])c1
 : -4	2	-7	3	-2	8	-1	0	0.5	-1
> COCc1cc(C)nc2sc(C(=O)NN)c(-n3cccc3)c12
 : -6	1	-4	-4	0	1	-3	1	0.4	0
> COc1ccc2c(c1OC)C(=O)N(c1cccc(C(F)(F)F)c1)C2
 : -2	1	-3	1	2	2	-5	-2	0.2	-1
> CC(C)(C)c1csc(NC(=O)CSC2=NCCS2)n1
 : -22	7	-8	-11	-1	-5	-3	-3	0.1	-4
> CCc1nnc(NC(=O)c2cc(-c3ccc(C)o3)nc3ccccc23)s1
 : -25	14	-415	-3	-4	-8	-321	6	-1.0	17
> Cc1nn(C)cc1C(C(=O)NC1CCCCC1)N(C(=O)Cc1cccs1)c1ccc(F)cc1 (stereo not given)
 : -6	11	4	-1	3	4	7	5	-0.8	8
> CC(C)CNC(=O)c1ccccc1-c1ccccc1C(=O)O
 : -3	-11	2	-10	-7	22	0	0	-0.1	2
> O=C(Cc1ccc(F)cc1)N1CCOCC1
 : -4	-7	3	-4	-2	-2	-2	5	-0.5	-2
> COc1ccc(NC(=S)NC(NC(=O)c2cccc(C)c2)C(Cl)(Cl)Cl)c([N+](=O)[O-])c1 (stereo not given)
 : 7	-5	4	-1	5	-7	1	-13	-0.5	-11
> CCCCC(c1nnnn1C1CCCC1)N1CCN(C2CCCCC2)CC1 (stereo not given)
 : 1	12	6	-3	-4	2	4	0	0.2	1
> CN(CC(=O)NCc1cccs1)CC(=O)Nc1ccccc1Cl
 : 1	9	-3	4	9	-5	0	2	-0.8	4
> CC[C@@H](C)CN1C(=O)N[C@@H](CCc2ccccc2)C(C(C)=O)=C1C
 : -1	4	2	-2	2	-3	2	1	-0.5	0
> Cc1ccc(S(=O)(=O)Nc2ccc3c(c2)C(=O)NC3=O)cc1[N+](=O)[O-]
 : -5	7	-22	1	-2	-2	-9	-4	-2.0	-1
> Cc1cc(C)nc(/N=C(\N)Nc2ccc(CC(=O)OC(C)C)cc2)n1
 : -3	12	-8	-5	10	6	-3	8	-0.3	14
> COc1cccc(NC(=O)CN(C)C(=O)c2cc(S(=O)(=O)NCc3ccccc3)ccc2C)c1
 : -2	-12	-9	2	4	-3	5	1	0.1	0
> COc1ccc(CCNC(=O)c2cc3c(=O)n4ccccc4nc3n(CCN3CCOCC3)c2=N)cc1
 : -98	2	-143	1	1	-4	-94	-1	-2.4	2
> COC(=O)Cc1ccc(NC(=O)c2ccc(NC(=O)c3ccco3)cc2)cc1
 : -3	7	3	-11	2	11	3	2	-0.1	-1
> O=C(NCc1ccccc1Cl)C(=O)c1c[nH]c2ccccc12
 : -1	11	2	1	7	-5	-1	1	0.6	1
> CC(=O)Nc1ccc(OCC(O)CNC2CCCC2)cc1 (stereo not given)
 : -7	-5	-2	3	6	7	1	4	0.5	0
> CC(C)(CC(=O)O)CC(=O)Nc1cc(C(F)(F)F)cc(C(F)(F)F)c1
 : 1	-16	-4	-3	0	-1	0	-3	0.5	3
> CNC(=O)CCn1nc(-c2ccc(Cl)cc2)c2ccccc2c1=O
 : 0	-5	3	-6	-5	-3	2	5	0.1	0
> N#Cc1c(-c2ccc(Cl)cc2)ccnc1N1CCOCC1
 : -33	7	-143	3	-6	9	-116	-2	0.7	-4
> COc1ccc(C(=O)NN=C2CCCC2)cc1
 : -2	5	-5	3	1	6	1	6	-0.3	-1
> CCCC(=O)NC(=S)Nc1cccc2c(O)cccc12
 : 2	-1	2	0	1	-4	5	-5	-0.5	-3
> CC(C)OCCCn1c(=S)[nH]c2cc3c(cc2c1=O)OCO3
 : -2	-18	1	4	4	-8	0	2	-0.7	-3
> COC(=O)N1C[C@@H]2Oc3nccnc3O[C@@H]2C[C@@H]1c1ccccc1Br
 : 4	-13	4	-7	-11	8	5	-2	0.5	2
> Cc1sc(NC(=O)c2ccc(OCC(C)C)cc2)c(C(N)=O)c1-c1ccc(Cl)cc1Cl
 : -3	-3	-5	-6	-7	-9	-6	0	0.0	-1
> COc1ccc(OC)c(C(c2nnnn2C(C)(C)C)N2CCc3ccccc3C2)c1 (stereo not given)
 : 2	-1	2	5	0	-1	3	3	0.0	0
> Cc1cc2c(cc1C)/C(=N/NC(=O)c1ccccn1)CCC2
 : -1	9	-6	-2	1	10	0	-1	0.0	-5
> CCn1ncc([N+](=O)[O-])c1C(=O)N1CCCC1
 : -3	-9	1	2	-3	1	-1	-1	-0.8	-2
> CCOC(=O)C1=C(C)N=C2SCCC(=O)N2C1c1cccs1 (stereo not given)
 : 2	-4	-1	-3	4	4	-1	-1	0.3	-2
> O=C1c2ccccc2C(=O)C1c1ccccc1
 : -4	2	5	5	-3	2	4	-2	0.5	0
> Cc1ccccc1OCC(=O)NCCCNC(=O)c1ccccn1
 : -2	-7	-8	9	-3	-3	-1	5	0.1	0
> COc1cc(/C=C2\SC(=S)N(CCC(=O)Nc3ccccc3)C2=O)cc(OC)c1OC
 : -5	2	-4	0	-1	-4	-1	-1	0.2	-2
> COc1ccc(C(=O)N2CCCC2)cc1S(=O)(=O)N1CCC(C)CC1
 : 8	-12	11*	-1	-2	-2	3	4	0.6	3
> O=C(CCN1CCCCC1)N=Nc1c(O)[nH]c2ccccc12
 : -1	-15	1	5	-1	4	4	4	-0.3	0
> O=C(CCn1c(=O)c2sccc2n(CC(=O)OCc2ccccc2)c1=O)NCc1ccco1
 : -3	-13	1	5	7	11	0	-5	-0.5	10
> Cc1ccc(OCC(=O)NC2CCCC(C)C2C)c([N+](=O)[O-])n1 (stereo not given)
 : -5	2	-6	-2	3	7	2	4	0.0	9
> COc1ccc(NC(=O)CSc2ncn[nH]2)c([N+](=O)[O-])c1
 : 4	-7	8	0	-2	-2	8	-2	0.2	-4
> CCOC(=O)COc1cc(N2C(=O)CSCC2=O)c(Cl)cc1Cl
 : -3	-8	-1	-4	-5	19	1	7	0.2	7
> Cc1ccc2c(c1)nnc1nnc(SCC(=O)O)n12
 : -6	-3	-151	3	3	1	-105	-4	-0.1	-10
> Cc1nn(CCCC(=O)NCc2ccccc2)c(=O)c2nn(-c3ccccc3)c(C)c12
 : -2	-7	-6	4	5	-5	2	1	0.1	3
> COc1ccc(C(=O)CSc2n[nH]c(C)n2)cc1[N+](=O)[O-]
 : 1	3	3	2	0	-2	1	-6	-0.2	-2
> CC(=O)Nc1cc(-c2ccc(C(=O)N3CCOCC3)cc2)cn2c(-c3ccc(F)cc3)cnc12
 : -9	-6	-28	-2	0	-2	-26	-7	-9.4	-2
> CCOC(=O)NC(=O)CSc1nnc(C)s1
 : -5	-1	0	-6	-4	9	-2	-2	0.2	2
> CSc1ccccc1NC(=O)CN(C)CC(=O)Nc1ccccc1F
 : -4	-6	5	3	0	10	1	1	-0.1	8
> COC(=O)CC1Oc2ccccc2N(Cc2ccccc2)C1=O (stereo not given)
 : 0	-3	1	5	9	-7	1	-2	0.1	-1
> Cc1ccccc1NC(=O)CSCCN1C(=O)c2ccccc2C1=O
 : -4	0	-3	-8	5	-5	-2	3	-1.0	4
> CCC(C(=O)NC1CCCC1)n1c(SCc2cccc(C)c2)nc2ccncc21 (stereo not given)
 : -4	9	-1	0	1	2	1	4	0.0	-1
> Cc1c(OCC(=O)NC(Cc2c[nH]c3ccc(O)cc23)C(=O)O)ccc2c3c(c(=O)oc12)CCC3 (stereo not given)
 : -8	-24	-7	-4	-2	2	-1	3	-0.3	-2
> Cc1ccc(C(=O)NNC(=S)NC(=O)COc2ccccc2)cc1
 : -3	-6	-3	5	8	16	6	-1	-0.2	-1
> CC(C)CC#Cc1ccc2c(c1)O[C@H](CN(C)C(=O)Nc1ccccc1)[C@@H](C)CN([C@H](C)CO)S2(=O)=O
 : 2	3	2	-1	-3	4	-3	6	-0.4	-1
> CCOc1cc(NC(=O)c2cccs2)c(OCC)cc1NC(=O)c1cccnc1
 : 0	18	1	-5	3	-4	1	-2	0.4	3
> CCOC(=O)c1cccc(NC(=O)Cn2cc3c(n2)CCC(C)C3)c1 (stereo not given)
 : 2	-13	2	-7	0	12	1	3	0.6	-1
> CC1CN(S(=O)(=O)c2ccc(C(=O)NC3CCCCC3)cc2)CC(C)O1 (stereo not given)
 : -1	6	1	-1	-3	8	1	1	-0.4	-2
> CSc1nc(C)c(CCOC(=O)c2cccc(Cl)c2)c(=O)[nH]1
 : -1	-2	-4	-3	-7	-13	-1	-4	-1.0	-1
> CCN(CC)c1ccc(NC(=O)C2=CC=CN3CCS(=O)(=O)N=C23)cc1
 : 0	4	-10	-3	-2	-10	-2	1	0.4	-4
> O=S(=O)(Nc1cc(F)ccc1F)c1cccc2nsnc12
 : -2	9	-2	-7	1	-2	1	0	0.2	-1

Other results follow.
Order of values – ADAM17 inh	ASAP1 inh	PLC-beta3 inh	Tn6 DDE FP	Tn7 DDE FP	ARFGAP1 inhibitor	PLCg1 inh	MBD2 DNA inh	proKLK7 act	UHRF1 binding
> CCCCNC(=O)C1(C(=O)C2CC2)CC(c2ccccc2C(F)(F)F)=NO1 (stereo not given)
 : -1	nt	1	7	2	nt	-2	2	1.1	3
> O=C1CC(c2ccccc2)CC(O)=C1C=NCCN1CCNCC1 (stereo not given)
 : 0	-17	6	1	2	-11	5	-5	-0.1	-5
> Cc1ccc(S(=O)(=O)N2CCN(C(=O)CSc3cc(C)ccc3C)CC2)c(C)c1
 : -4	10	-5	-1	7	9	1	-2	0.2	1
> CCN1C/C(=C\c2cccc([N+](=O)[O-])c2)C(=O)/C(=C/c2cccc([N+](=O)[O-])c2)C1
 : 2	15	6	5	0	6	12*	-5	0.3	-1
> COCCCNS(=O)(=O)c1ccc2[nH]c3c(c2c1)CCCCC3
 : -6	-4	-16	3	-2	11	-7	5	1.7	0
> CCN(CC)C(c1ccc(F)cc1)c1nnnn1C1CCCCC1 (stereo not given)
 : -2	3	-2	-1	4	-9	0	5	0.6	5
> N#CCCN(C(=O)COC(=O)c1n[nH]c2ccccc12)c1ccccc1
 : 2	-6	-9	0	-2	10	0	4	-0.3	3

Complete entries from above. Order of values: ADAM17 inh, ASAP1 inh, PLC-beta3 inh, Tn6 DDE FP, Tn7 DDE FP, ARFGAP1 inhibitor, PLCg1 inh, MBD2 DNA inh, proKLK7 act, UHRF1 binding
Cc1ccc(S(=O)(=O)N2CCN(C(=O)CSc3cc(C)ccc3C)CC2)c(C)c1 as listed: -4, 10, -5, -1, 7, 9, 1, -2, 0.2, 1
COCCCNS(=O)(=O)c1ccc2[nH]c3c(c2c1)CCCCC3 as listed: -6, -4, -16, 3, -2, 11, -7, 5, 1.7, 0
O=C1CC(c2ccccc2)CC(O)=C1C=NCCN1CCNCC1 (stereo not given) as listed: 0, -17, 6, 1, 2, -11, 5, -5, -0.1, -5
